Compound activity from PubChem.
Sm TGR inh: inhibitors of Schistosoma mansoni thioredoxin glutathione reductase. 360,000 compounds, 3% hits. purified TGR, DTNB reduction, TNB absorbance 405 nm. Potency, µM (highest dose often 114 µM), inactives show at the top dose activity change, negative = inhibition, usual class: inhibitors; note: nearly all actives have a fitted effect of over 60% in size
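TGR 20 nM + NADPH 100 uM (dispensed conc.), cpd preinc 15 min RT; start with NADPH (500 uM addition) then DTNB (15 mM addition). Kinetic TNB absorbance, 405 nm filter. Four-parameter Hill fit across titration.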
Tb PYK inh: T. brucei pyruvate kinase inhibition. 410,000 compounds, 0.12% hits. TbPYK enzyme, Kinase-Glo Plus ATP luminescence, 45 min. Potency, µM (doses to about 76.8 µM), inactives show at the top dose activity, negative = inhibition, most hits filed as inhibitors. AID 624173; note: nearly all actives have a fitted effect of over 50% in size
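Luminescence from Kinase-Glo Plus, added after a 45-minute room-temperature reaction, served as the end-point read-out. The enzyme and substrate were preincubated with compound before ADP (130 uM final) initiated turnover. Concentration-effect curves came from normalized qHTS data.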
HCV inhibitor: inhibitors of hepatitis C virus infection | Huh7.5.1 HCVcc-Cre infection, luciferase reporter, 44 h | Potency, µM (doses to about 41.8 µM), without a hit: at the highest dose activity change, negative = inhibition, usual class: inhibitors | 340,000 compounds, 3.4% hits
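Luciferase read-out (15 sec integration) after a 15 min room-temperature substrate step quantifies HCVcc-Cre infection. Cells, 1,000 per well, had compound added 4 h post-plating, then virus at ~0.5 moi, and were cultured 44 h.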
Pf growth 48h: P. falciparum growth inhibition at 48 hours (one generation); P. falciparum luciferase growth in erythrocytes, 48 h; Potency, µM (top dose mostly 28.7 µM), for inactives: top-dose activity change, negative = inhibition, actives largely listed as inhibitors; 310,000 compounds, 5.9% hits; AID 504832
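Luminescence readout; reporter = integrated firefly luciferase in P. falciparum. RBC culture at 2% hematocrit, 0.1% parasitemia final, 37 C/5% CO2; decreased signal taken as growth inhibition.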
Pf growth 96h: inhibits malaria parasite growth, 96 h; P. falciparum luciferase reporter growth, 96 h; 320,000 compounds, 6.9% hits; Potency, µM (doses to about 28.7 µM), for inactives: at the highest dose activity change, negative = inhibition, most hits filed as inhibitors; AID 504834
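Two-generation exposure (96 h) targets delayed-death phenotype. Reporter parasites carrying integrated firefly luciferase, in red cells at 2% hematocrit and 0.05% parasitemia final, kept at 37 C, 5% CO2; luminescence loss indicates inhibition.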
LmPK inhibitor: inhibitors of Leishmania mexicana pyruvate kinase; Q27686; purified LmPK, Kinase-Glo ATP luminescence, 1 h; Potency, µM (top dose mostly 57.5 µM), without a hit: top-dose activity change, negative = inhibition, usual class: inhibitors; 290,000 compounds, 0.37% hits; AID 1721
Target sequence (Q27686 whole entry, looked up): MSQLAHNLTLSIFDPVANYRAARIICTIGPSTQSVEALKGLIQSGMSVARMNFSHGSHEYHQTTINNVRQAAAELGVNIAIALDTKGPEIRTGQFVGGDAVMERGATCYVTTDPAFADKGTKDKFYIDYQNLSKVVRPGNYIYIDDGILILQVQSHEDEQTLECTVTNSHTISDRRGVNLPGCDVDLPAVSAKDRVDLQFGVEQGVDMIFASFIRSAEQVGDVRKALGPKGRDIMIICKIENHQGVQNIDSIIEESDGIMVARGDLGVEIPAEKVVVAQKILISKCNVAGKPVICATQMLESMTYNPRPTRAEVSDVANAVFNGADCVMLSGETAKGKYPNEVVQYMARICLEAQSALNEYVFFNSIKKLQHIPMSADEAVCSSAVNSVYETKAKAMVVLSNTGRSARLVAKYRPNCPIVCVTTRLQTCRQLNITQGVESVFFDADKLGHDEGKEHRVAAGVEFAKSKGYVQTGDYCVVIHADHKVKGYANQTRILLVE
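Purified LmPK (0.1 nM) with 0.5 mM PEP and 0.1 mM ADP in imidazole buffer pH 7.2 with MgCl2/KCl, 1 h at room temperature. ATP formed was read by luciferase luminescence and normalized to no-enzyme and uninhibited controls.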
* = called active by the depositor; ? = inconclusive; / = not tested or not shown; & = joins results of further samples; [ ] = dose if it differs, or a comment. Calls come from the whole dose curve; as a rule, active = well fitted curve in the direction sought with a large enough effect; inconclusive = small, poorly fitted or top-dose-only effect, or another doubt; inactive = no such curve, though single readings can be large; an effect the other way counts as inactive or inconclusive. % is set by controls: 0 for no effect and ±100 for the full control effect; potency is the fitted concentration of half-maximal effect.

SMILES | Sm TGR inh | Tb PYK inh | HCV inhibitor | Pf growth 48h | Pf growth 96h | LmPK inhibitor
CCC(c1nnnn1C(C)(C)C)N1CCN(C2CCCC2)CC1 (centres undefined) | 3% | -8% | 2% | -14% | 0% | -1%
CC(C)c1ccc(N(CC(=O)N/N=C/c2ccc(OC3CSC3)cc2)S(=O)(=O)c2ccccc2)cc1 | -14% | -3% | 1% | ? | 176%[activator] | 0%
Cc1ccc(C)c(NC(=O)c2ccccc2NS(=O)(=O)c2cc([N+](=O)[O-])ccc2C)c1 | -2% | -3% | 8.9µM* | ? | 113%[activator] | 2%
Cc1ccc(C(=O)Nc2cccnc2)cc1S(=O)(=O)N1CCCCC1 | -18% | -17% | ? | ? | 2.1µM* | 1%
CC(=O)c1cccc(NC(=O)C2CCN(C(=O)c3cccs3)CC2)c1 | -1% | -6% | 6% | -16% | ? | -7%
Cc1[nH][nH]c(=O)c1C(c1ccccc1[N+](=O)[O-])C(C#N)C#N (centres undefined) | ? | -4% | 6% | -5% | 13µM* | -4%
Cc1ccc(S(=O)(=O)N/N=C/c2cc(Br)ccc2O)cc1 | 1% | 1% | 0% | 33% | 38%[activator] | 5%
COc1cc(NC(=S)N2CCN(c3ccccn3)CC2)c(OC)cc1Cl | 6% | ? | ? | ? | -100% | 5%
CN(Cc1ccccc1)S(=O)(=O)c1ccc(Cl)c(C(=O)NCc2ccc3c(c2)OCO3)c1 | -22% | 6% | 1% | 0% | 0% | 4%
CCCOC(=O)C1C2C=C[C@]3(CN(CCc4ccccc4)C(=O)[C@H]13)O2 (some centres undefined) | 13% | -16% | 17% | ? | ? | 4%
O=C(NCc1nc2ncc(Br)cc2[nH]1)c1ccccc1 | 0% | -4% | -1% | 33%[activator] | 42%[activator] | 0%
CC(/C=N/NC(=O)CSc1nc2ccccc2n1C)=C\c1ccco1 | ? | -6% | ? | 1% | -18% | 4%
Cc1ccsc1C(=O)OC1CCOC1=O (centres undefined) | 3% | -4% | -4% | 4% | ? | 0%
O=C(O)Cc1ccc(NC(=S)Nc2ccc(Br)cc2Cl)cc1 | 22µM* | 1% | 8% | -3% | 0% | 0%
Cc1cc(Cl)ccc1NC(=O)c1ccc2c(c1)CCN2S(C)(=O)=O | 0% | 0% | -23% | 15% | -5% | 11%
c1ccc(C2OCCN3CCCCC23)cc1 (centres undefined) | 23% | 0% | 10% | -8% | 0% | -6%
CCOc1ccccc1N1CCN(Cc2ccc(OC)c(OC)c2)CC1 | 0% | -11% | -8% | -15% | 9% | -10%
COCCNC(=O)C1CCC(CNS(=O)(=O)c2ccccc2)CC1 (centres undefined) | -21% | -5% | 4% | 6% | 108%[activator] | -1%
CCCCN(CC)Cc1ccc(CNC(=O)Nc2ccc(Cl)cc2)o1 | 10% | -10% | ? | ? | 21% | -2%
COc1ccc(C(Nc2ccccn2)c2c(NC(=O)c3ccco3)sc(C)c2C)cc1OC (centres undefined) | ? | -9% | -13% | ? | 5.2µM* | 2%
O=C(NN1C(=O)NC2(CCCCC2)C1=O)c1ccc(Cl)s1 | -16% | -1% | 7% | 4% | -25% | /
O=C(CSc1n[nH]c(-c2cccnc2)n1)Nc1ccnc2ccccc12 | -12% | 4% | -22% | -26% | ? | 13%
O=C(c1cc(-c2ccc(F)cc2)no1)N1CCN(Cc2ccc3c(c2)OCO3)CC1 | 0% | 0% | -2% | ? | ? | 4%
CC1CC(=O)Nc2cc([N+](=O)[O-])ccc2N1 (centres undefined) | 3% | 2% | -4% | 23% | -1% | 1%
Cc1ccc(C2C3=C(Nc4[nH]n(-c5ccccc5)c(=O)c42)c2ccccc2C3=O)cc1 (centres undefined) | ? | / | 15% | ? | 12µM* | -11%
CCC(C)C(=O)NCCc1ccc(S(N)(=O)=O)cc1 (centres undefined) | -1% | 8% | 23% | 25% | ? | 0%
Oc1cc(Nc2cccnc2)cc2cccnc12 | 1% | 0% | / | 10µM* | 4.1µM* | /
COc1ccc(N2CCN(CC(O)COC(c3ccccc3)c3ccccc3)CC2)cc1 (centres undefined) | -2% | -13% | -27% | ? | -5% | 2%
COc1ccc(S(=O)(=O)N2CCC[C@H]2C(=O)NCc2ccc(Cl)cc2)cc1 | 8% | -2% | -7% | -25% | -2% | 3%
O=C(Nc1cccc2ccccc12)C(=O)C1C(=O)Nc2ccccc21 (centres undefined) | -10% | 0% | 9% | ? | 7% | 7%
CCCS(=O)(=O)c1c(S(=O)(=O)CCC)c2c3ccccc3ccn2c1C(N)=O | 39%[activator] | 17% | ? | 31%[activator] | ? | -1%
Cc1cccc(CN2CCN(Cc3ccc(-n4cccn4)cc3)CC2CCO)n1 (centres undefined) | -18% | 0% | 8% | -17% | -10% | -3%
CCOC(=O)c1[nH]c(C)c(C(=O)N2CCC3(CC2)OCCO3)c1C | 6% | 0% | 4% | 41%[activator] | 188%[activator] | 1%
Cc1cc(=O)[nH]c(SCC(=O)Nc2ccc(C)c(S(=O)(=O)N3CCCCC3)c2)n1 | 17% | -3% | 5% | -6% | ? | -1%
Cc1nn(-c2ccccc2)c(N2CCCC2)c1/C=N/NC(=S)Nc1ccccc1C(F)(F)F | -5% | -7% | ? | ? | 4.7µM* | -1%
C=CP(=O)(O)c1ccccc1 | -12% | -2% | -7% | 13% | 49%[activator] | -5%
COc1ccc(-c2csc3ncnc(N4CCN(S(=O)(=O)c5ccc(C(C)=O)cc5)CC4)c23)cc1 | 4% | -13% | ? | 1.7µM* | 2.3µM* | /
Cc1ccc(CC(=O)OC(C)C(=O)NC2CCCCC2C)cc1C (centres undefined) | -13% | 2% | -2% | ? | ? | /
Cc1ccc(CN2CCC(C(=O)NCCC(C)C)CC2)o1 | -3% | -14% | 4% | 11% | ? | -2%
COc1cc(-c2nn3c(COc4ccccc4)nnc3s2)cc(OC)c1OC | -3% | -16% | ? | -20% | / | 2%
COC(=O)/C=C1/SC(=Nc2ccc(C)cc2C)NC1=O | -27% | -5% | 17% | ? | ? | 2%
O=C(NCC1CCCO1)C1c2ccccc2C(=O)N1Cc1ccc2c(c1)OCO2 (centres undefined) | -1% | -3% | 5% | -7% | 47%[activator] | -2%
Cc1ccc(NC2CCCN(C(=O)c3cn4cccc(C)c4n3)C2)cc1C (centres undefined) | -17% | 2% | / | 8% | 4.1µM* | -11%
CN1CCC2(CC1)CC(NC=O)c1ccccc1O2 (centres undefined) | / | -5% | 1% | 1% | 25% | 0%
COc1ccc(C(=O)Nc2cc3c4c(c2)C(C)C(=O)N4CCC3)c(OC)c1 (centres undefined) | 0% | -1% | ? | ? | -13% | /
COc1ccc(CNC(=O)c2ccc(CS(=O)(=O)c3ccc(Br)cc3)o2)cc1 | -14%&0% | -5%&-6% | ? | -1% | -10% | -3%
COc1ccc(Cl)cc1NC(=O)C[n+]1ccccc1 | 2% | -1% | ? | ? | ? | -3%
Cc1ccc(-c2csc3ncn(CC(=O)N4CCOCC4)c(=O)c23)cc1 | 4% | 1% | 6% | 4% | 6% | -3%
O=C(CNCc1ccccc1)NC1C2CC3CC(C2)CC1C3 (centres undefined) | -15% | -21% | -3% | 42%[activator] | ? | 31%
CCCn1c(=O)c(C(=O)c2ccccc2)nc2ccccc21 | 10% | 4% | -2% | 10% | 57%[activator] | 2%
CCc1ccc(NS(=O)(=O)c2ccc3c(c2)CCN3C(=O)CCC(=O)O)cc1 | 3% | -9% | 19% | 3% | 26% | 6%
CC(C)(C)c1ccc(C2CC2C(=O)N/N=C\c2cc3ccccc3nc2Cl)cc1 (centres undefined) | -23% | -7% | ? | ? | ? | 1%
Nc1cc(-c2nc3ncccc3o2)ccc1Cl | 1% | -5% | 38%[activator] | 106%[activator] | -6% | -9%
CC(C)C(=O)Nc1nnc(S(=O)(=O)N2c3ccccc3CC2C)s1 (centres undefined) | -3%&-1% | 2%&-7% | 3% | 7% | 5% | -17%
CCOC(=O)c1nn(-c2ccccc2)c(C)c1C(C)=O | -1% | -8% | 5% | / | 3% | 6%
CC1=CS(=O)(=O)CC1Sc1nc(C)n[nH]1 (centres undefined) | -18% | 0% | 7% | 0% | ? | 1%
CCN(CC)c1ccc(/C=C2\C(=O)NC(=O)N(CC3CCCO3)C2=O)cc1 (centres undefined) | -18% | -22% | -15% | -1% | -12% | -8%
CS(=O)(=O)N1CCC(C(=O)Nc2ccccc2Br)CC1 | -17% | -1% | 2% | 7% | -19% | 5%
COc1ccc(CN(CC(=O)NC2CCCC2)C(=O)CCC(=O)Nc2cc(C)on2)cc1 | 3% | -3% | -4% | ? | ? | 5%
CSc1cc(CS(=O)(=O)c2ccccc2)nc(-c2ccccc2)n1 | -2% | 1% | -24% | 68%[activator] | 46%[activator] | -2%

Reformatted as labelled records: part of the list above.
O=C(NCC1CCCO1)C1c2ccccc2C(=O)N1Cc1ccc2c(c1)OCO2 (centres undefined)
  Sm TGR inh: -1% | Tb PYK inh: -3% | HCV inhibitor: 5% | Pf growth 48h: -7% | Pf growth 96h: 47%[activator] | LmPK inhibitor: -2%
COc1ccc(N2CCN(CC(O)COC(c3ccccc3)c3ccccc3)CC2)cc1 (centres undefined)
  Sm TGR inh: -2% | Tb PYK inh: -13% | HCV inhibitor: -27% | Pf growth 48h: ? | Pf growth 96h: -5% | LmPK inhibitor: 2%

The list continues.
SMILES | Sm TGR inh | Tb PYK inh | HCV inhibitor | Pf growth 48h | Pf growth 96h | LmPK inhibitor
O=C1NC2(CCCC2)N=C1c1ccc(Cl)cc1 | 4% | -11% | / | 9% | ? | -2%
CC(=O)Nc1ccc(S(=O)(=O)NCCc2ccc(S(N)(=O)=O)cc2)cc1 | -2% | -7% | 8% | / | 10µM* | 8%
COc1ccc(NC(=S)NC(=O)Cc2ccccc2)c(OC)c1 | 10µM* | -2% | 14% | -18% | -15% | -1%
O=C(O)CSc1nnc(-c2ccco2)o1 | 9% | -6% | 7% | 38%[activator] | ? | 1%
c1ccc2sc(SSc3nc4ccccc4s3)nc2c1 | / | -5% | / | 19% | -3% | /
COc1cc2c(C(=O)N3CCN(c4cccc(Cl)c4)CC3)cn(CC(C)C)c(=O)c2cc1OC | 20% | 0% | ? | / | / | 6%
O=C(NNc1nc2c(F)cccc2s1)c1cc(=O)c2ccccc2o1 | 10% | -12% | -2% | 32%[activator] | 43%[activator] | -14%
N#CCCN1CCNCC1 | ? | -3% | 5% | 11% | ? | -4%
Clc1ccc(CSc2ccc(-c3ccco3)nn2)cc1 | 28µM* | -4% | 10% | 146%[activator] | 36%[activator] | 0%
CN(C(=O)c1ccc(NC(=O)Cc2ccc(NC(=O)C3CCCN(C(=O)CCc4ccccc4)C3)cc2)cc1)C1CC1 (centres undefined) | -9% | 1% | 14µM* | 13µM* | ? | /
OC(CN1C2=NCCN2c2ccccc21)c1ccc(Br)cc1 (centres undefined) | 1% | 4% | ? | ? | 36%[activator] | -3%

Entries of single compounds as entered above. Values in the order: Sm TGR inh	Tb PYK inh	HCV inhibitor	Pf growth 48h	Pf growth 96h	LmPK inhibitor
O=C(NNc1nc2c(F)cccc2s1)c1cc(=O)c2ccccc2o1 reads 10%	-12%	-2%	32%[activator]	43%[activator]	-14%
Clc1ccc(CSc2ccc(-c3ccco3)nn2)cc1 reads 28µM*	-4%	10%	146%[activator]	36%[activator]	0%
COc1cc2c(C(=O)N3CCN(c4cccc(Cl)c4)CC3)cn(CC(C)C)c(=O)c2cc1OC reads 20%	0%	?	/	/	6%
N#CCCN1CCNCC1 reads ?	-3%	5%	11%	?	-4%
CC(=O)Nc1ccc(S(=O)(=O)NCCc2ccc(S(N)(=O)=O)cc2)cc1 reads -2%	-7%	8%	/	10µM*	8%

Compounds as they come; overall some 16% were active at least once.
